FEN1 inhibitor: human FEN1 inhibition. Recombinant FEN1 flap cleavage, fluorescence, 15 min. P39748. Potency, µM (series often up to 114 µM), for the others: top-dose activity change, negative = inhibition, most hits filed as inhibitors. actives 0.35% (n = 390,000). AID 588795; further: nearly all actives have a fitted effect of over 65% in size
Target sequence (P39748 whole entry, looked up): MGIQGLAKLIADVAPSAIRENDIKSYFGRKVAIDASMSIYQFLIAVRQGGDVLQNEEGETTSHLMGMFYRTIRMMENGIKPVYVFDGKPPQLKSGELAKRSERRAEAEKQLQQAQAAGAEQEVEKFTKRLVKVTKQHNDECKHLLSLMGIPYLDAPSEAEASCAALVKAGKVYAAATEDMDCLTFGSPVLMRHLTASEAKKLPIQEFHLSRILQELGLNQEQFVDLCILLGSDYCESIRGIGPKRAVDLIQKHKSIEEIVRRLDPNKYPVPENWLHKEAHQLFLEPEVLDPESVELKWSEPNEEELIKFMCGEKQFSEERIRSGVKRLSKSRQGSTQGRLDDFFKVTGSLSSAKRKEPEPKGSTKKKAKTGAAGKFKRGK
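Read-out was taken twice, immediately and after 15 min, following addition of 50 nM substrate to 10 nM FEN1 that had sat with test compound for 15 min at room temperature. Curves came from a four-parameter Hill model.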
DT40 TDP1 CPT: DT40-hTDP1 cell growth loss with CPT; chicken DT40 Tdp1-/-;hTDP1 cells + 20 nM CPT, ATP luminescence, 48 h; Potency, µM (doses to about 46.2 µM), for inactives: at the top dose activity change, negative = growth inhibition, most hits filed as inhibitors; actives 12% (n = 420,000); AID 686979; further: nearly all actives have a fitted effect of over 55% in size
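Chicken DT40 Tdp1-/- cells stably complemented with human TDP1 were seeded at 400 cells/well in medium containing 20 nM camptothecin, exposed to pin-transferred compounds, and grown at 37 °C for at least 48 hr. Viability was read as ATP luminescence.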
N370S GC: N370S glucocerebrosidase modulation, Gaucher chaperone candidate; P04062; N370S GC spleen homogenate, 4MU-glucoside fluorescence; Potency, µM (top dose mostly 59.4 µM), without a hit: at the top dose activity change, negative = inhibition, actives largely listed as inhibitors; actives 0.092% (n = 330,000); AID 2101;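 further: 0% = full enzyme activity and -100% = no enzyme basal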
* hit, by the source's call; ? = inconclusive; nt = no result given; & = joins results of further samples; [ ] = another dose, or the depositor's remark. The call rests on the fitted dose curve; in most records, active means well fitted curve in the direction sought with a large enough effect; inconclusive means small, poorly fitted or top-dose-only effect, or another doubt; inactive means no such curve, though single readings can be large; an effect the other way counts as inactive or inconclusive. Unless noted, on the % scale 0 is the no-effect control and ±100 the full control effect; potency means the concentration at half of the fitted maximal effect.

SMILES	FEN1 inhibitor	DT40 TDP1 CPT	N370S GC
Cc1ccc(NC(=O)CN(c2ccc(C)cc2)S(=O)(=O)c2cccc3nonc23)cc1	-6.3%&-16.9%	?	-1.8%
COc1ccccc1-n1c(SCC(=O)NC2CCCCC2)nc2c(c1=O)SCC2	-3.7%	-11.4%	11.4%
O=C(Nc1cccc(NC(=O)c2cc([N+](=O)[O-])ccc2Cl)n1)c1cc([N+](=O)[O-])ccc1Cl	-8.1%	7.31µM*	nt
Cc1cc2c(c(=O)n1CCN(C)C)C(c1ccncc1)C(C#N)=C(N)O2 (stereo not drawn)	-4.7%	2.1%	-3.7%
CC(C)Cc1nc2oc3c(NCc4cccnc4)ncnc3c2c2c1CCC2	-17.5%	-25.2%	20.3%
O=[N+]([O-])c1ccc(Cl)c(S(=O)(=O)NCCc2ccccn2)c1	-5.5%	0.6%	nt
CCc1nc(Nc2ccc(OC)cc2OC)c2oc3ccccc3c2n1	0.8%	7.31µM*	1.4%
CC(C)CCn1c(N2CCc3ccccc3C2)nc2c1c(=O)[nH]c(=O)n2C	-4.9%	?	-3.2%
CC1CCN(CCCOc2ccc(Br)cc2Cl)CC1	3.2%	-12.2%	-14.9%
Cc1noc(C)c1C(=O)N1CCC2(CC1)CN(c1ncccn1)C2	nt	-1.3%	-7.4%
O=[N+]([O-])c1cccc(CSc2nnc3ccccn23)c1	-1.1%	-1.1%	1.2%
S=c1[nH]nc(Cn2cnc3ccccc32)n1-c1ccccc1Cl	-6.3%	3.4%	13.7%
CN(C(=O)CC1C(=O)NCCN1Cc1c(F)cccc1Cl)C1CCOCC1 (stereo not drawn)	12.8%	0.8%	24.5%
CCCCOc1ccccc1C(=O)N(Cc1cccc(F)c1)C1CCS(=O)(=O)C1 (stereo not drawn)	1.4%	?	nt
CC(NC(=O)c1cc(=O)[nH]c2ccccc12)c1ccc(F)cc1F (stereo not drawn)	-0.8%	7.8%	-12.4%

A draw from above in order of SMILES length, lowest first:
SMILES	FEN1 inhibitor	DT40 TDP1 CPT	N370S GC
Cc1noc(C)c1C(=O)N1CCC2(CC1)CN(c1ncccn1)C2	nt	-1.3%	-7.4%
CC(NC(=O)c1cc(=O)[nH]c2ccccc12)c1ccc(F)cc1F (stereo not drawn)	-0.8%	7.8%	-12.4%
O=[N+]([O-])c1ccc(Cl)c(S(=O)(=O)NCCc2ccccn2)c1	-5.5%	0.6%	nt
CC(C)CCn1c(N2CCc3ccccc3C2)nc2c1c(=O)[nH]c(=O)n2C	-4.9%	?	-3.2%

(continued)
SMILES	FEN1 inhibitor	DT40 TDP1 CPT	N370S GC
O=C(CNS(=O)(=O)c1ccc(Br)s1)Nc1ccc2c(c1)OCCO2	8.7%	?	?
Cc1c(Cl)cccc1NC(=S)NC(=O)CCN1C(=O)c2ccccc2C1=O	12.1%	-8.3%	2.8%
O=c1cc(Nc2cccc(Br)c2)[nH]c(=O)[nH]1	-1.2%	-9.5%	-1.8%
COc1ccc(N2C(=O)CC(Cc3ccccc3OC)C2=O)cc1 (stereo not drawn)	7.4%	16.4%	-7.2%
O=C1CCc2cc(S(=O)(=O)N3CCN(c4ccc(F)cc4)CC3)cc3c2N1CC3	-2.7%	4.1%	-2.0%
COc1ccccc1NC(=O)C(C)OC(=O)Cc1ccsc1 (stereo not drawn)	0.0%	-4.2%	-2.3%
COc1ccc(S(=O)(=O)N2CCC(NC(=O)c3cccc(F)c3)CC2)cc1	23.5%	1.6%	6.7%
O=C(O)C1CC(=O)N(CCc2c[nH]c3ccccc23)C1 (stereo not drawn)	-2.3%	-2.1%	-8.2%
Cc1ccc(-c2cc(Cc3ccc(N(C)C)cc3)c(=O)[nH]n2)cc1	11.9%	?	16.3%
Cc1ccc2nc(N=C(N)N)nc(C)c2c1	50.1µM*	?	-2.1%
O=C(NCc1nnc2c(C(F)(F)F)cc(Cl)cn12)C1CCCC1	28.8%	?	-3.2%
CC[N+](C)(CC)CC(O)COCC1COc2ccccc2O1 (stereo not drawn)	-5.5%	-6.3%	3.5%
COc1ccc(Br)c(C(=O)OCC(=O)N2CCc3ccccc32)c1	-9.8%	1.7%	nt
O=C1CC(c2ccc(F)cc2)CC(O)=C1C1NCCc2ccccc21 (stereo not drawn)	4.3%	-2.5%	2.7%
COc1ccccc1NC(=O)COc1ccc(C(=O)NCc2ccccc2)cc1OC	-1.3%	?	nt
Cc1cc(S(=O)(=O)N2CCCc3ccccc32)ccc1-n1cnnn1	-1.4%	?	-17.4%
Cc1ccc(/C=N/NC(=O)C(C)NC(=O)c2ccccc2)cc1 (stereo not drawn)	-2.3%	26.1%	9.1%
COCCOCCn1c(CCCO)nc2ccccc21	4.2%	-3.7%	2.7%
COc1ccccc1-c1nc(SCC(=O)NCc2ccc(C)cc2)c2c(=O)n(C)c(=O)n(C)c2n1	-2.8%	-10.2%	nt
COc1ccc(OCC(=O)NCCc2ccc(S(N)(=O)=O)cc2)cc1	-3.4%	-1.9%	-9.6%
CCOC(=O)c1ccc(N2N=C(C)/C(=C/C=C/c3ccco3)C2=O)cc1	11.1%	?	-4.8%
CCOc1cc(N2CCOCC2)c(OCC)cc1NC(=O)c1ccc(NC(C)=O)cc1	2.3%	-13.5%	19.9%
CSc1sc(C(=O)O)c2c1C(=O)CCC2	-0.3%	1.6%	3.9%
CC(C)c1ccc(C(=O)NC2=NCCS2)cc1	4.6%	17.7%	5.4%
CSCCC(NC(N)=O)C(=O)Nc1ccc(C)cc1 (stereo not drawn)	1.5%	11.9%	0.3%
O=C(c1cc(-c2ccc(O)cc2)on1)N1CCOCC1	15.1%	21.7%	-1.6%
Cc1cccc(N2CCN(C3(c4ccccc4)C(=O)c4ccccc4C3=O)CC2C)c1 (stereo not drawn)	-6.5%	-28.8%	nt
COc1ccc2c(C)cc(SCC(=O)N(C)C3CCS(=O)(=O)C3)nc2c1 (stereo not drawn)	-10.8%	8.7%	8.5%
CC(=O)c1ccc(NC(=O)Cn2cnc3nc4c(cc3c2=O)CC(C)CC4)cc1 (stereo not drawn)	10.9%	-24.0%	nt
CCCCn1c2ccc(F)cc2c2nnc(SCCN(CC)CC)nc21	-13.8%	20.6µM*	nt
COC(=O)C(NNc1ccc(F)cc1)(NC(=O)c1ccccc1)C(F)(F)F (stereo not drawn)	-9.2%	?	4.2%
Fc1ccc(CN2CCc3nc(Nc4ccccc4)ncc3C2)cc1F	-8.3%	11.6µM*	nt
CCN1CCN(Cc2ccc(NC(=O)c3cc(NC(=O)c4cncc(-c5ccc(C#N)cc5)c4)cc(OC)c3)cc2C(F)(F)F)CC1	-21.8%	2.31µM*	-18.4%
O=C(CSc1nnc(C2CC2)n1Cc1ccccc1)NCc1ccccc1	-1.9%	2.9%	-12.2%
Cn1c(SCC(=O)Nc2ccc3c(c2)OCCO3)nnc1C(F)(F)F	-14.9%	0.1%	nt
CC1CC(C)CN(CC(O)COCc2ccccc2F)C1 (stereo not drawn)	0.5%	0.8%	-20.2%
CCOC(=O)c1cnc2c(C)cc(C)cc2c1Nc1cccc(C(=O)O)c1	-16.5%	13µM*	nt
O=C(O)c1cccc(NC(=S)N/N=C/c2ccccc2OCc2ccc(Br)cc2)c1	-0.3%	?	17.9%
COC(=O)CCC(=O)Nc1cc(OC)c(OC)cc1Cc1nccc2cc(OC)c(OC)cc12	-13.7%	7.2%	7.7%
Cc1ccc(NC(=O)CN2C(=O)S/C(=C/c3ccc(-c4cc(C(=O)O)ccc4C)o3)C2=O)cc1C	35.5µM*	5.5%	-5.4%
CCOC(=O)c1cc2sccc2n1CC(=O)N1CCN(C(=O)c2ccco2)CC1	-0.3%	-13.4%	-6.3%
COc1ccc(-c2cc(=O)oc3cc(OC(C)C(=O)NC4CC4)ccc23)cc1 (stereo not drawn)	-0.9%	7.6%	-20.2%
C[C@H](NC(=O)c1ccco1)C(=O)NNC(=O)c1ccc(F)cc1	10.7%	?	nt
Cc1ccc(-n2nc(C(=O)N3CCN(c4ccccc4)CC3)c(=O)n(C)c2=O)cc1	-0.1%	-9.1%	nt
CSc1cccc(NC(=O)c2cc(S(=O)(=O)N3CCc4ccccc43)cn2C)c1	7.7%	14.6µM*	-1.0%
O=S(=O)(NCC(c1ccco1)N1CCN(c2ccc(F)cc2)CC1)c1ccc(F)cc1 (stereo not drawn)	0.6%	23.1µM*	5.2%
Cc1ccc2c(CN3CCC(C)CC3)cc(=O)oc2c1	-15.3%	-5.3%	3.3%
CCCCN(C(=O)C1CC(=O)N(c2ccc(CC)cc2)C1)c1c(N)n(CCC)c(=O)[nH]c1=O (stereo not drawn)	23.6%	-23.9%	2.0%
O=[N+]([O-])c1ccc2nn(Cc3ccccc3)cc2c1	11.1%	-18.2%	0.5%
COc1ccc(/C=C2/NC(=O)N(Cc3ccccc3F)C2=O)cc1OC	19.6%	?	-10.5%
CC(C)C(=O)NC(=S)Nc1ccccc1N1CCN(C(=O)c2ccc(Cl)cc2)CC1	12.4%	?	-10.1%
CCOc1ccc(S(=O)(=O)N2CCC(C(=O)N3CCN(C)CC3)CC2)cc1Cl	5.3%	-5.9%	-10.4%
COc1ccc(-c2noc(CCC(=O)N3CCN(c4cccc(Cl)c4)CC3)n2)cc1	-18.9%	?	nt
Cc1ccc(C2(C)NC(=O)N(CC(=O)N3CCc4ccccc43)C2=O)cc1 (stereo not drawn)	-4.0%	-28.2%	nt
COc1ccc(N2CCN(C(c3cccs3)c3nnnn3C3CCCC3)CC2)cc1 (stereo not drawn)	8.1%	20.6µM*	6.0%
O=C(c1nc(-c2ccccc2)n(-c2ccccc2)n1)N1CCCCCC1	7.1%	-4.2%	7.8%
CCc1nc(OCCN(C)C)c2oc3ccccc3c2n1	2.9%	0.3%	5.2%
N#CCCN1CCN(S(=O)(=O)c2ccc(C3CCCCC3)cc2)CC1	10.7%	13µM*	nt
Cc1ccc(C(=O)NNC(=O)c2ccc(S(=O)(=O)N3CCCCC3)cc2)cc1	-16.0%	5.17µM*	nt
CCC(C)NC(=O)C1CCN(S(=O)(=O)c2cc([N+](=O)[O-])ccc2Cl)CC1 (stereo not drawn)	0.2%	?	-3.2%
(more compounds)
SMILES	FEN1 inhibitor	DT40 TDP1 CPT	N370S GC
O=C1COc2ccccc2N1Cc1c(F)cccc1Cl	-6.2%	-5.9%	2.8%
COc1ccc(CC(=O)Nc2nc3c(s2)CCCC3)cc1	3.8%	?	nt
Cc1cc(NC(=O)CSc2nc(=O)n(CCN(C)C)c3c2CCCC3)no1	-1.7%	12.0%	-9.6%
Cc1ccc(NCC(=O)NNC2=NCCC2)c(C)c1	18.2%	6.2%	16.9%
Cc1ccc(C)c(Cn2c(=O)n(CCCCC(=O)NCc3ccc4c(c3)OCO4)c(=O)c3ccccc32)c1	-17.1%	?	nt
O=C(N/N=C/c1cccc([N+](=O)[O-])c1)c1cc(-c2ccc3c4c(cccc24)CC3)n[nH]1	-15.2%	?	9.5%
CCOC(=O)C1=C(c2ccccc2)OC(N)=C(C#N)C1c1ccc(Br)s1 (stereo not drawn)	-4.3%	-3.3%	10.2%
Cc1ccc2ccccc2[n+]1[O-]	2.8%	-3.5%	nt
CCOc1cc2[nH]c(=O)n(Cc3ccc(C(=O)NCCCN4CCC(C)CC4)cc3)c(=O)c2cc1OCC	7.5%	?	-5.0%
O=C(CSc1ccc(F)cc1)N1CCC(c2nc3ccccc3s2)CC1	-7.0%	?	8.3%
COC(=O)c1ccc(NC(=O)CC2C(=O)N(c3ccc(C)cc3)C(=O)N2CC(C)C)cc1 (stereo not drawn)	-22.0%	?	10.4%
O=C(CNC(=S)NC(=O)c1ccc(Br)o1)c1ccccc1	3.1%	16.4µM*	6.2%
CCOc1ccc(-c2nnc3ccc(SCC(=O)N4CCN(c5ccccc5)CC4)nn23)cc1	38.1%[activator]	?	nt
O=C(c1cc2ccccc2[nH]1)N1CCOCC1	-6.2%	-20.9%	-11.3%
Cc1ccccc1NC(=O)c1cccc(NC(=O)CCC(=O)O)c1	2.2%	17.2%	-14.9%
Cc1cc(C)n(CCCNC(=O)C2CC(=O)N(Cc3ccccc3)C2)n1 (stereo not drawn)	3.6%	21.2%	2.1%

In a second layout: results already given
Below each compound: FEN1 inhibitor | DT40 TDP1 CPT | N370S GC
> Cc1cc(NC(=O)CSc2nc(=O)n(CCN(C)C)c3c2CCCC3)no1
  -1.7% | 12.0% | -9.6%
> Cc1ccc(NCC(=O)NNC2=NCCC2)c(C)c1
  18.2% | 6.2% | 16.9%
> O=C1COc2ccccc2N1Cc1c(F)cccc1Cl
  -6.2% | -5.9% | 2.8%
> O=C(CSc1ccc(F)cc1)N1CCC(c2nc3ccccc3s2)CC1
  -7.0% | ? | 8.3%
> O=C(c1cc2ccccc2[nH]1)N1CCOCC1
  -6.2% | -20.9% | -11.3%
> Cc1ccccc1NC(=O)c1cccc(NC(=O)CCC(=O)O)c1
  2.2% | 17.2% | -14.9%
> CCOC(=O)C1=C(c2ccccc2)OC(N)=C(C#N)C1c1ccc(Br)s1 (stereo not drawn)
  -4.3% | -3.3% | 10.2%

Only part of the results is shown; rates above refer to the full screens.
